# Screens from PubChem BioAssay.
# FBA Mtb inh: inhibits M. tuberculosis FBA enzyme | P9WQA3 | 360,000 compounds, 2.3% hits | inhibition, % at 1 µM | purified M. tuberculosis FBA, fluorescence read-out; in the data active = inhibition above about 27%;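 also: 0% = vehicle and 100% = reference inhibitor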
# Target sequence (P9WQA3 whole entry, looked up): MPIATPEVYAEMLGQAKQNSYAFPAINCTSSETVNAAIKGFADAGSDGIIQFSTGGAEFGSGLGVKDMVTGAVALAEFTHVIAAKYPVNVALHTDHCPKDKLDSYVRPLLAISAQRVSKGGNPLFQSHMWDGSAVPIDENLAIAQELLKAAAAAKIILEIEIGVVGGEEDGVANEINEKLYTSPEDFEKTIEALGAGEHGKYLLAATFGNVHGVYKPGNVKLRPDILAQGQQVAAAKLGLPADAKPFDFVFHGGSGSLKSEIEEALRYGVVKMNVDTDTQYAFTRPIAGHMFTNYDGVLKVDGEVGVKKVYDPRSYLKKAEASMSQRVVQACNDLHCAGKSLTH
# PfHsp40 rescue: restores yeast growth despite PfHsp40 toxicity; AID 504582; S. cerevisiae expressing PfHsp40, growth rescue, ATP luminescence; 340,000 compounds, 0.68% hits; growth rescue, % at 12.5 µM; in the data active = growth rescue above about 28%, passing the limit was not always enough; inconclusive = no clear call, values can overlap the other calls;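 also: yeast W303a lacking pdr1 and pdr3 grown in galactose medium; growth measured after three days at 30 °C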
# Mtb UGM inh: Mtb UDP-galactopyranose mutase inhibition; P9WIQ1; purified UGM, fluorescence polarization probe displacement; inhibition, % at 10 µM; 320,000 compounds, 0.06% hits; in the data active = inhibition above about 10%, passing the limit was not always enough; inconclusive = no clear call, values can overlap the other calls
# Target sequence (P9WIQ1 whole entry, looked up): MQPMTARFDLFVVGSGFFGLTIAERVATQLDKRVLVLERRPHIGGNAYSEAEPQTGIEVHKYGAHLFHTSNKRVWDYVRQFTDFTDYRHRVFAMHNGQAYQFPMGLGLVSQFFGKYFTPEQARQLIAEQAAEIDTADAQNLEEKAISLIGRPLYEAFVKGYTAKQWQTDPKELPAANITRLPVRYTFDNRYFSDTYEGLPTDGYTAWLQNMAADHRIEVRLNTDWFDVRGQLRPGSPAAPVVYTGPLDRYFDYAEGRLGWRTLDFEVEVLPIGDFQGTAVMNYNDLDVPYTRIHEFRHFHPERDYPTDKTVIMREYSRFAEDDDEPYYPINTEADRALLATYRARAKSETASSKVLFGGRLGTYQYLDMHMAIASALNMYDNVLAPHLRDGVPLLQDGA
# BoNT A protease: inhibitors of Botulinum neurotoxin A light chain protease. multiplex microsphere protease substrate cleavage, flow cytometry. 360,000 compounds, 0.17% hits. inhibition, % at 10 µM. AID 588499; also: plate controls were buffer without enzyme for full effect and enzyme alone for no effect
# FadD28 FP inh: M. tuberculosis FadD28 bisubstrate binding inhibition. FadD28 bisubstrate probe binding, fluorescence polarization. inhibition, % at 12.5 µM. 360,000 compounds, 0.22% hits. AID 588549; in the data active = inhibition above about 8.5%, passing the limit was not always enough; inconclusive = no clear call, values can overlap the other calls
# BoNT-F LC inh: blocks Botulinum neurotoxin F light chain protease; 360,000 compounds, 0.22% hits; inhibition, % at 10 µM; Multiplex microsphere protease cleavage assay, flow cytometry; in the data active = inhibition above about 35%, passing the limit was not always enough; inconclusive = no clear call, values can overlap the other calls; also: plate controls were buffer without enzyme for full effect and enzyme alone for no effect
# BioA inh: BioA (M. tuberculosis) enzyme inhibition. purified M. tuberculosis BioA enzyme, plate reader. inhibition, % at 9.99 µM. 360,000 compounds, 0.096% hits. AID 602481; in the data active = inhibition above about 40%; inconclusive = no clear call, values can overlap the other calls
# GDH-TPI inh: counter-screen for M. tuberculosis FBA inhibitors: GDH-TPI coupled enzymes. GDH-TPI coupled enzyme counterscreen, NADH absorbance. 360,000 compounds, 1.2% hits. inhibition, % at 4.8 µM. AID 588335; in the data active = inhibition above about 30%;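 also: 0% = DMSO wells and 100% = wells lacking the enzyme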
# Anthrax LF inh2: inhibitors of Bacillus anthracis lethal factor protease; P15917; multiplex microsphere protease cleavage assay, LF; inhibition, % at 10 µM; 360,000 compounds, 0.12% hits; AID 588501; also: plate controls were buffer without enzyme for full effect and enzyme alone for no effect
# Numbers without * were called inactive; ? = inconclusive; · = no result given; & = joins results of further samples. Rule as the data show it, unless noted: active = inhibition above about 30%; inconclusive = no clear call, values can overlap the other calls; inactive = below that.
SMILES,FBA Mtb inh,PfHsp40 rescue,Mtb UGM inh,BoNT A protease,FadD28 FP inh,BoNT-F LC inh,BioA inh,GDH-TPI inh,Anthrax LF inh2
COc1ccc(CNc2nc(SC)n[nH]2)cc1OC,-2,1.0,0.5,0.3,-3.9,-18,0.3,-5,2
O=C1NC(=S)N(C(=O)c2ccc(F)cc2)/C1=C/c1cccnc1,2,·,-0.1,·,-1.1,·,0.7,5,·
Cc1nnc(SCC(=O)NC23CC4CC(CC(C4)C2)C3)s1,1,-2.0,1.1,-0.3,-2.1,-3,-0.1,-2,0
CCCCCOc1ccc(CSC(=N)N)cc1[N+](=O)[O-],1,0.8,-1.1,1.1,-12,-14,6.3,7,0
Cn1/c(=N/NC(=O)c2ccccc2Br)sc2ccccc21,1,-0.1,-1.9,0.3,-2.8,-4,·,-4,1
Cn1nnnc1SCC(=O)Nc1cccc(S(=O)(=O)N2CCCC2)c1,3,0.3,-1.6,0.5,-0.7,-4,·,9,4
Cc1ccc(C)c(NS(=O)(=O)c2c(C)nc3sccn3c2=O)c1,-1,-0.6,-0.7,-0.3,-3.6,-8,-1.1,25,6
CCOc1ccc(Cc2nnc(SCC(=O)Nc3ccc(OC)cc3)n(N)c2=O)cc1,2,-0.3,-0.1,-1.4,-0.2,4,-1.5,6,-3
CCc1cccc(NC(=O)C2CCCN(S(=O)(=O)c3cccs3)C2)c1 (configuration not stated),0,-1.0,1.6,0.3,-2.7,-17,-1.6,7,-10
CCOC(=O)c1cc(C#N)c(SC)nc1-c1ccccc1,5,-0.3,2.0,0.5,-1.0,3,1.6,15,-3
Cn1ncc(Cl)c1C(=O)Nc1sc2c(c1C(N)=O)CCC2,-4,0.3,-6.3,0.8,2.0,4,-4.6,25,15
NC(=O)NNc1ncc(C(F)(F)F)cc1Cl,-1,0.3,0.5,-0.2,-1.1,0,·,0,1
Cc1sc2nc(Cc3ccccc3)[nH]c(=O)c2c1-c1ccccc1,1,1.2,5.1,0.5,-2.8,7,·,6,0
Cc1ccc(C2CC(c3ccc(Br)cc3)=NN2C(=O)CSC2=NN3CCCC(=O)N=C3S2)cc1 (configuration not stated),-1,5.2,-1.2,0.8,1.2,6,-1.7,-5,2
O=C(CCn1ccnc1)Nc1nc2ccccc2[nH]1,0,-0.5,-2.7,0.3,-3.1,-5,-4.8,-9,-3
O=C(NCCCl)NNC(=O)c1cc2ccccc2cc1O,5,-0.1,-1.5,·,0.3,·,·,-6,·
COc1ccc(CC(=O)Nc2ccc(S(=O)(=O)N3CCCC3)cc2)cc1OC,23,0.0,-1.5,-0.3,-1.0,1,-0.4,-9,-2
COc1ccccc1NS(=O)(=O)c1cccc(C(=O)N2CCCC2)c1,0,0.9,0.4,-0.5,-2.8,-1,0.4,-4,-7
CC(=O)Nc1sc(C)c(C)c1CN1CCN(Cc2ccccc2)CC1,3,-0.7,1.4,-0.8,0.6,1,-1.1,4,-1
Cc1ccc(NC(=O)[C@H](Cc2ccccc2)NC(=O)[C@@H]2Cc3ccccc3CN2)c(C)c1,-1,0.1,2.8,-0.5,-1.0,-4,-1.1,8,-2

# Overlap with the part before: two compounds, followed by the next part.
SMILES,FBA Mtb inh,PfHsp40 rescue,Mtb UGM inh,BoNT A protease,FadD28 FP inh,BoNT-F LC inh,BioA inh,GDH-TPI inh,Anthrax LF inh2
CC(=O)Nc1sc(C)c(C)c1CN1CCN(Cc2ccccc2)CC1,3,-0.7,1.4,-0.8,0.6,1,-1.1,4,-1
Cc1ccc(NC(=O)[C@H](Cc2ccccc2)NC(=O)[C@@H]2Cc3ccccc3CN2)c(C)c1,-1,0.1,2.8,-0.5,-1.0,-4,-1.1,8,-2
O=C(/C=C/Nc1ccc(S(=O)(=O)Nc2ncccn2)cc1)c1ccc(Cl)c(Cl)c1,0,-0.5,0.7,1.4,-0.5,9,·,-4,-4
COc1ccccc1NS(=O)(=O)c1ccc(OC)c([N+](=O)[O-])c1,3,-1.1,0.3,0.5,-1.7,-6,·,-8,0
Cc1ccc(C(=O)NCCCNC(=O)c2ccco2)cc1,0,-1.0,3.2,1.9,-2.4,8,·,-1,16
CCN(c1ccccc1)S(=O)(=O)c1cccc(C(=O)NCC(c2ccco2)N2CCCCC2)c1 (configuration not stated),3,1.4,·,-0.1,0.6,-3,0.5,-3,-8
CC(=NNS(=O)(=O)c1ccc(C)cc1)c1ccccc1,7,·,·,0.5,-0.9,8,-1.0,8,-2
CC(=O)Nc1nc2cc(C(N)=O)ccc2s1,-2,-0.3,2.4,0.0,-7.4,-6,0.1,0,-1
CCN(CC)CC#CCC(C)(c1ccccc1)c1ccccc1,0,-0.8,2.3,-0.2,-7.6,0,1.9,2,1
O=C(NCCc1ccccc1)C(=O)c1c[nH]c2ccccc12,-2,0.4,0.4,-1.3,-3.1,-33,-0.2,1,1
O=C(CCCSc1ccccc1)Nc1cccc(CO)c1,-2,0.0,-6.6,0.1,-3.7,2,-0.3,8,3
O=C(O)/C(=C\c1ccc(Br)cc1)NC(=O)c1cccs1,4,-0.3,0.7,1.2,-0.1,15,0.2,7,-3
CN(CC(=O)Nc1ccc(Cl)cc1)C(=O)c1ccc(S(=O)(=O)Nc2ccccc2)cc1,3,-0.1,-0.4,-5.4,-3.4,-11,2.7,1,0
O=C(NCCc1nc2ccccc2[nH]1)c1ccc(Br)o1,-2,0.0,0.7,-0.7,-6.1,-1,0.1,-13,-2
Cc1ccc(OCCC(=O)OCC(=O)NC(=O)c2ccccc2)cc1,2,-1.0,1.0,2.7,0.1,6,-0.2,8,1
COC(=O)[C@H](C)NC(=O)NCCC1=CCCCC1,1,0.6,5.2,?,0.1,?,·,3,14
OC(c1cc(Cl)cc(Cl)c1)c1ncc(-c2cccc(F)c2)[nH]1 (configuration not stated),2,·,·,-0.5,-2.3,-4,0.4,10,-6
Cc1ccc2oc(=O)c3cnn(CC(=O)N4CCN(c5ccccc5)CC4)c3c2c1,1,-1.1,0.1,1.3,-2.2,4,10,-5,12
COC(=O)c1c(NC(=S)Nc2ccc(CC(=O)O)cc2)sc(C)c1C,6,-0.9,-1.9,0.4,1.3,-5,1.3,11,-1
S=C(NCCc1ccc(Cl)cc1)NC1CCCCC1,1,200*,-0.6,-0.4,-7.2,-11,-0.9,-3,-2
C[C@@H]1CCCCO[C@H](CN(C)S(=O)(=O)c2cn(C)cn2)[C@@H](C)CN([C@H](C)CO)C(=O)c2cc(NC(=O)c3ccncc3)ccc2O1,4,·,·,-0.3,1.5,-2,-0.5&0.2,2,1
COc1ccccc1C(=O)Nc1ccc(S(=O)(=O)N2CCCCC2)cc1,-2,3.4,1.6,-0.3,-0.7,14,0.6,10,2
CCc1ccc(NC(=O)[C@H](C)NC(=O)C2CCN(C(=O)[C@@H](N)Cc3ccccc3)CC2)cc1,-1,-0.5,-4.1,-0.3,-0.9,-3,0.6,1,0
Cc1ccc(C(=O)NCc2ccccn2)cc1Cl,1,-1.9,0.5,-0.3,-1.7,-2,·,1,-1
CCOCCCNC(=O)CCNC(=O)c1cc(OC)c(OC)c(OC)c1,0,1.5,0.6,-1.2,-3.0,-3,·,-11,-4
CCC(CC)NC(=O)CO/N=C/c1ccccc1OC(F)F,0,0.6,-6.3,-0.1,-1.1,-1,1.8,2,0
Cc1ccc(CNCc2ccc3c(c2)OCO3)c(C)c1,0,1.1,0.5,0.0,0.0,0,-1.3,9,-8
COc1cc(CCCN2CCNC[C@@H]2c2ccccc2)cc(OC)c1OC,3,0.4,2.6,0.5,-0.9,-8,-2.2,13,7
CCc1ccc(/C=N/Nc2ncnc3nc[nH]c23)cc1,3,0.7,3.6,·,-2.9,·,·,71*,·
C#CCOCCOCCOCCNc1nc(N2CCN(C(=O)C([C@@H](C)O)n3cc([C@@H](N)CCCCN)nn3)CC2)nc(N2CCN(C(=O)C([C@@H](C)O)n3cc([C@@H](N)CCCCN)nn3)CC2)n1 (some centres not stated),-1,-0.5,3.6,-0.1,-3.3,-2,-0.7,6,-1
CCOc1ccc(N(CC(=O)OC)S(=O)(=O)c2c(C)noc2C)cc1,-1,-0.9,-0.1,-0.2,-0.8,-1,0.6,4,-2
COc1ccccc1C(=O)NCC(=O)NC1CCCc2ccccc21 (configuration not stated),0,-1.0,-0.3,-0.6,-0.6,-3,·,11,2
COc1ccccc1NC(=O)NC1CCS(=O)(=O)C1 (configuration not stated),1,1.6,1.0,-1.4,0.0,1,-3.4,13,7
Clc1ccc(-c2nc(NCCCN3CCOCC3)c3ccccc3n2)cc1,6,0.4,0.4,·,-2.2,·,0.5,5,·
CCOC(=O)c1sc(NC(=O)C(C)Sc2nc(N)cc(=O)[nH]2)nc1C (configuration not stated),1,-0.1,1.4,0.1,-1.8,0,·,3,2
CCC(C)(C(=O)NC1CCCCC1)N(C(=O)CNC(=O)c1ccccc1)c1c(C)n(C)n(-c2ccccc2)c1=O (configuration not stated),-2,-0.5,2.3,-0.4,0.6,2,·,5,0
Cn1cc(Cl)c(C(=O)OCC(=O)Nc2nc(-c3ccc(Br)cc3)cs2)n1,-2,4.5,-1.5,-0.7,-1.2,-1,1.1,-4,-2
c1cc2c(cc1C1CCCN1)OCCCO2 (configuration not stated),6,0.5,-1.3,-0.8,-1.7,-14,1.1,1,-2
CCCCN(C)CCCNC(=O)CN1C(=O)CSc2ccc(S(=O)(=O)N3CCOCC3)cc21,-1,0.4,1.2,0.5,-1.7,6,-0.7,9,-1
CC1CCCN(S(=O)(=O)c2cccc(C(=O)NCC3CCCO3)c2)C1 (configuration not stated),2,-1.2,1.5,-0.7,-2.6,-3,-0.3,-2,-4
CCOC(=O)C(NCc1ccc2c(c1)OCO2)(NC(=O)c1ccccc1)C(F)(F)F (configuration not stated),3,45*,1.4,-1.0,-0.5,-14,-1.4,-1,-2
Cc1cc(C)c2sc(N(CCCN(C)C)C(=O)c3ccc(Br)s3)nc2c1,2,-0.4,0.3,0.2,0.2,-10,-0.6,5,-5

# Whole records from above.
# Clc1ccc(-c2nc(NCCCN3CCOCC3)c3ccccc3n2)cc1 is entered as FBA Mtb inh = 6; PfHsp40 rescue = 0.4; Mtb UGM inh = 0.4; BoNT A protease = ·; FadD28 FP inh = -2.2; BoNT-F LC inh = ·; BioA inh = 0.5; GDH-TPI inh = 5; Anthrax LF inh2 = ·
# COc1cc(CCCN2CCNC[C@@H]2c2ccccc2)cc(OC)c1OC is entered as FBA Mtb inh = 3; PfHsp40 rescue = 0.4; Mtb UGM inh = 2.6; BoNT A protease = 0.5; FadD28 FP inh = -0.9; BoNT-F LC inh = -8; BioA inh = -2.2; GDH-TPI inh = 13; Anthrax LF inh2 = 7

# The results go on:
SMILES,FBA Mtb inh,PfHsp40 rescue,Mtb UGM inh,BoNT A protease,FadD28 FP inh,BoNT-F LC inh,BioA inh,GDH-TPI inh,Anthrax LF inh2
O=c1[nH]c2ccc(Cl)cc2[nH]1,4,0.0,·,-0.8,-0.5,-5,-0.8,2,-7
COc1ccc(-c2nc(C#N)c(N3CCN(c4cccc(Cl)c4)CC3)o2)cc1OC,0,0.2,-0.5,-0.7,-5.0,1,-2.4,9,2
[N-]=C=C1C(=O)NC(=O)C([n+]2ccc(-c3ccncc3)cc2)C1c1ccccc1C(F)(F)F (configuration not stated),10,-0.4,-3.5,·,-3.4,·,1.3,6,·
CCOc1ccccc1NCc1cc(=O)oc2cc(C)c(O)cc12,2,1.9,0.4,-2.1,0.7,18,-1.0,9,3
O=C(N/C=C/c1ccccc1)c1ccccc1,-5,0.3,-1.5,0.5,-2.6,-3,-0.9,9,-1
Cc1ccc(S(=O)(=O)N(C)c2ccc(OC(=O)CN3C(=O)NC4(CCCC4)C3=O)cc2)cc1,0,0.1,0.0,-1.7,-1.0,-6,0.9,2,-4
CCN(CC)S(=O)(=O)c1ccc(N2CCN(CCOc3ccc(OC)cc3)CC2)nc1,0,0.5,-0.3,-1.7,-2.4,-7,0.4,-6,-10
Cn1nc(-c2ccccc2)c(CN2CCN(c3ncccn3)CC2)c1Cl,-1,-2.4,2.3,-0.1,0.3,-5,·,0,-1
O=C(Nc1ccc(-n2cnnn2)cc1)C1CCCCC1,-1,-1.0,0.4,-0.3,-4.9,-3,·,-4,-1
O=C1N(c2ccccc2)C(c2ccc(Cl)cc2)N2CCCN12 (configuration not stated),4,-1.0,0.3,0.2,-1.7,-5,·,2,1
